Menin MLL FP TR = menin-MLL binding inhibition, Texas Red mutant peptide. Menin + Texas Red MLL mutant peptide, fluorescence polarization. Potency, µM (top dose mostly 61.6 µM), without a hit: at the top dose FP activity change, negative = inhibition, usual class: inhibitors. 270,000 compounds, 0.23% hits. AID 1768; active = well fitted inhibition curve with a large enough effect in the polarisation, with a control signal flat, not every such curve was filed as active; inconclusive = small, poorly fitted or top-dose-only effect, or effect the other way, or a change in a side signal; inactive = no such curve, though single readings can be large or run the other way; the % refers to the polarisation; also: potency is read from the fitted curve at half-maximal effect; % of control where 0% means no effect; many of its hits are not listed in these tables
Target sequence (O00255 whole entry, looked up): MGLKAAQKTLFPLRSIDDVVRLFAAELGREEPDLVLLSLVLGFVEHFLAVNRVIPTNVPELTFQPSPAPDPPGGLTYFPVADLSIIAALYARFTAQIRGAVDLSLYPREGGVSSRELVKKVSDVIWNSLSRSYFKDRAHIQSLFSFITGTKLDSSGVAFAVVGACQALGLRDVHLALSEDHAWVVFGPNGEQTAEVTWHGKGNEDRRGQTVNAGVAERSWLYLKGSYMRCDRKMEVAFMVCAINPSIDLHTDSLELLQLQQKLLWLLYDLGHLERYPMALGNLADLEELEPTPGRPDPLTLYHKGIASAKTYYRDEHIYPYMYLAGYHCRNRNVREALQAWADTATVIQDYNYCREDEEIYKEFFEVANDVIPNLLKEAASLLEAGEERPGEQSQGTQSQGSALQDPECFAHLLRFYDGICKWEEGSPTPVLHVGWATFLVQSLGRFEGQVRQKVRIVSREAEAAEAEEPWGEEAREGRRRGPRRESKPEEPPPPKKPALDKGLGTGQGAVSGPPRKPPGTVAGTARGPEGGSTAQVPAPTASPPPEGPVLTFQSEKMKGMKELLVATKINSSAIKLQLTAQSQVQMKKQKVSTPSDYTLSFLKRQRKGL
PKM2 activator = increases activity of human pyruvate kinase M2; Potency, µM (top dose mostly 57.5 µM), for inactives: at the highest dose activation, actives largely listed as activators; 260,000 compounds, 0.34% hits; AID 1631; purified PKM2, Kinase-Glo ATP luminescence, activation; response scale: 0% is enzyme alone, no compound; P14618; also: potency is read from the fitted curve at half-maximal effect; % is scaled to controls: 0 for no effect and ±100 for the full control effect; nearly all actives have a fitted effect of over 55% in size
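hPK-M2, >95% pure; 0.1 mM ADP / 0.5 mM PEP final; imidazole pH7.2 buffer w/ 7 mM MgCl2, 50 mM KCl; 1 h RT; Kinase-Glo lum. Intermediate enzyme activity for dual inhibitor/activator qHTS.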
Giardia killer = kills Giardia lamblia. Giardia lamblia trophozoite viability. activity change, % at 7.66 µM, hits read low. 340,000 compounds, 0.15% hits; in the data active = activity change below about -80%; inconclusive = between about -30% and that limit;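 also: parasites exposed to compound for two days anaerobically before the ATP read; % is scaled to controls: 0 for no effect and ±100 for the full control effect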
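Trophozoites 100 cells/well + cpd; 48 hrs, 37 deg C, anaerobic. ATPLite 1-Step added, 15-30 min RT, luminescence read (ATP-based viability).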
Rab9 prom act = activates the Rab9 promoter; Huh7 Rab9 promoter-luciferase reporter, luminescence, 24 h; Potency, µM (doses to about 9.22 µM), without a hit: at the highest dose activation, negative = inhibition, most hits filed as activators; 320,000 compounds, 2.8% hits; also: potency is read from the fitted curve at half-maximal effect; % of control where 0% means no effect; nearly all actives have a fitted effect of over 60% in size
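Luminescence from Amplite-detected luciferase (10 minutes, ambient) reports Rab9 promoter activation. Before that, stable Rab9-luciferase Huh7 cells (1500/well, reduced-serum OP-MEM I plus 10% FBS) were exposed to compound for 24 hours at 37C.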
RORg inh = inhibitors of mouse ROR gamma transcriptional activity. P51450. Drosophila S2 Gal4-RORgamma UAS-luciferase reporter, 20 h. Potency, µM (titrated, usually from 53.6 µM), for the others: at the top dose activity change, negative = inhibition, most hits filed as inhibitors. 310,000 compounds, 5.4% hits. AID 2551; also: potency is read from the fitted curve at half-maximal effect; % is scaled to controls: 0 for no effect and ±100 for the full control effect; nearly all actives have a fitted effect of over 60% in size
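Drosophila S2 cells stably expressing Gal4-DBD/mouse RORγ fusion under metallothionein promoter plus UAS-luciferase; compound 1 h, then 700 uM CuSO4 induction for 20 h at ambient temperature; inhibition read as reduced luminescence.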
p53 reactivation = mutant p53 re-activation in reporter cells; H1299 p53-A138V BP100-luciferase reporter, luminescence, 24 h; 320,000 compounds, 0.063% hits; AID 504706; Potency, µM (doses to about 92.2 µM), without a hit: at the top dose activity change, positive = activation, hits mostly activators; also: potency is read from the fitted curve at half-maximal effect; % of control where 0% means no effect; nearly all actives have a fitted effect of over 45% in size
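H1299 (p53-null), stable ts p53-A138V + BP100-Luc; 1000 cells/well, Opti-MEM/10% FBS; cpd 4 pt, 1:5; 24 h, 37 deg C, 5% CO2; detection reagent 10 min RT; luminescence.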
ELG1 genotox = induces genotoxicity in HEK293T cells with luciferase-tagged ELG1. Potency, µM (top dose mostly 46 µM), inactives show top-dose activity change, positive = activation, actives largely listed as activators. HEK293T ELG1-luciferase reporter, luminescence, 16 h. 330,000 compounds, 1.3% hits. AID 504466; also: potency is read from the fitted curve at half-maximal effect; % of control where 0% means no effect; nearly all actives have a fitted effect of over 60% in size
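Cells (2,000/well) expressing the ELG1-luciferase fusion are dosed by pin tool and kept 16 hr at 37 °C, 5% CO2. Signal comes from ONE-Glo luciferase reagent after 30 min at room temperature.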
FLuc counter = inhibits or activates purified firefly luciferase, miR-21 counter-screen | P08659 | purified FLuc, Km substrates, luminescence inhibition | Potency, µM (series often up to 57.5 µM), without a hit: at the highest dose activity change, negative = inhibition, actives largely listed as inhibitors | 360,000 compounds, 6.9% hits;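 also: potency is read from the fitted curve at half-maximal effect; plate controls were vehicle for no effect and reference inhibitor for full effect; nearly all actives have a fitted effect of over 55% in size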
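Biochemical qHTS of compounds, final roughly 60 µM downward over six points, against 10 nM purified firefly luciferase using Km concentrations of substrates (10 uM D-luciferin, 10 uM ATP) in Tris acetate pH 7.5 buffer; luminescence output.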
VP16 counter = counter-screen for ROR gamma inhibitors: Gal4-VP16 reporter; Drosophila S2 Gal4-VP16 UAS-luciferase, luminescence, 20 h; Potency, µM (highest dose often 53.6 µM), without a hit: at the highest dose activity, negative = inhibition, usual class: inhibitors; 310,000 compounds, 3.5% hits;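 also: Gal4-VP16 expression switched on by copper sulfate through the metallothionein promoter; potency is read from the fitted curve at half-maximal effect; % is scaled to controls: 0 for no effect and ±100 for the full control effect; nearly all actives have a fitted effect of over 50% in size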
NPC1 promoter act = activates the NPC1 promoter. AID 485313. Huh7 NPC1 promoter luciferase reporter, 24 h. 320,000 compounds, 2.4% hits. Potency, µM (series often up to 9.22 µM), without a hit: top-dose activation, actives largely listed as activators;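 also: potency is read from the fitted curve at half-maximal effect; % of control where 0% means no effect; nearly all actives have a fitted effect of over 60% in size; reporter is driven by a mutant NPC1 promoter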
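NPC1 promoter–luciferase Huh7 cells; 24 h compound; luminescence.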
BRCA1 expr up = increases BRCA1 expression. Potency, µM (series often up to 46.1 µM), without a hit: top-dose activation, hits mostly activators. 380,000 compounds, 1.1% hits. MCF7-BRCA1-FFLuc reporter, luminescence, 48 h; response scale: scaled: vehicle 0%, 10 µM genistein 100%; also: potency is read from the fitted curve at half-maximal effect; nearly all actives have a fitted effect of over 80% in size; some results filed as inactive show a strong effect at the top dose
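Using MCF7 cells harboring a BRCA1 firefly luciferase reporter, plated 2 h before compound pinning, the screen measured luminescence after 48 h incubation. Responses were normalized to DMSO and 10 microM genistein, then fitted for concentration-effect.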
An asterisk follows results filed as active; ? = inconclusive; · = no result given; & = joins results of further samples; [ ] = dose if it differs, or a comment. Unless noted, calls follow the shape of the dose curve; as a rule, active = well fitted curve in the direction sought with a large enough effect; inconclusive = small, poorly fitted or top-dose-only effect, or another doubt; inactive = no such curve, though single readings can be large; an effect the other way counts as inactive or inconclusive. These rows are one share of the data; rates above refer to the full screens.

SMILES	Menin MLL FP TR	PKM2 activator	Giardia killer	Rab9 prom act	RORg inh	p53 reactivation	ELG1 genotox	FLuc counter	VP16 counter	NPC1 promoter act	BRCA1 expr up
CC1CCCC(NC(=O)COC(=O)c2cn(C)c3ccccc23)C1C (stereo not drawn)	·	·	-6	-6%	·	-9%	-1%	5%	·	-1%	-11%
Nc1nnc(CCN2CCCCC2)s1	1%	-11%	13	-2%	1%	-5%	2%	0%	-12%	-3%	8%
COc1ccc(C(=O)C2CCCN(Cc3ccc(C)s3)C2)c(OC)c1 (stereo not drawn)	-7%	-8%	4	-1%	6%	-3%	-6%	2%	-19%	-3%	-6%
CC(C)N1CCN(Cc2cccc3c2OCO3)CC1CCO (stereo not drawn)	0%	2%	-22	-8%	-1%	-4%	0%	-1%	3%	0%	-6%
O=C1CN=C(c2ccc(F)cc2)c2oc3ccccc3c2N1	11%	11%	-28	-8%	0%	-1%	6%	-2%	12%	-7%	-18%
CC1=CC(=C2C(=O)NC(=S)NC2=O)C=C(C(F)(F)F)N1C	1%	2%	-20	0%	-4%	-4%	0%	-1%	10%	-3%	10%
COc1ccccc1CCNCc1cccc(C(F)(F)F)c1	1%	-1%[11.5 µM]	-30	-2%	-11%	·	-6%	9%	3%	-3%	-9%
O=C1C2CCN(CC2)C1Cc1ccccc1O (stereo not drawn)	2%	-4%	-4	-2%	-15%	-8%	1%	0%	-1%	3%	15%
CCc1ccc(CN2CCN(Cc3cc(Br)ccc3O)CC2)cc1	-27%	2%	3	-4%	-2%	10%	-5%	-2%	-8%	-6%	-10%
CCC(=O)OC1(c2ccccc2)CCN(C)CC1C (stereo not drawn)	8%	-7%	-1	-7%	1%	-3%	0%	0%	2%	-1%	10%
O=C(CSc1nnc(NC(=O)c2ccccc2F)s1)NCc1ccc(F)cc1	0%	6%	-15	?	12%	?	?	12µM*	8%	?	5µM*
CCOc1cccc(=NC2CCCCC2)c2c(C)[nH]c(C)c12	·	-8%	14	-40%[inhibitor]	-2%	-6%	-7%	-4%	-4%	-39%[inhibitor]	-49%
CNC(=O)ON(C(=O)NC)C1N(C)C(=S)SC1(C)C (stereo not drawn)	-23%	9%	1	0%	0%	?	11%	3%	-1%	-2%	4%
Cc1ccc(C2N(c3cc(C)on3)C(=O)C3CCCN32)cc1 (stereo not drawn)	2%	6%	-3	-3%	-8%	3%	-4%	-6%	6%	0%	16%
O=c1[nH]c(=S)[nH]c(O)c1N=Nc1cc(S(=O)(=O)Nc2ccc(Cl)cc2)ccc1Cl	·	·	10	1%	·	0%	4%	-1%	·	-2%	7%

A different layout for 3 compounds above.
mol,Menin MLL FP TR,PKM2 activator,Giardia killer,Rab9 prom act,RORg inh,p53 reactivation,ELG1 genotox,FLuc counter,VP16 counter,NPC1 promoter act,BRCA1 expr up
COc1ccc(C(=O)C2CCCN(Cc3ccc(C)s3)C2)c(OC)c1 (stereo not drawn),-7%,-8%,4,-1%,6%,-3%,-6%,2%,-19%,-3%,-6%
CC(C)N1CCN(Cc2cccc3c2OCO3)CC1CCO (stereo not drawn),0%,2%,-22,-8%,-1%,-4%,0%,-1%,3%,0%,-6%
O=C1CN=C(c2ccc(F)cc2)c2oc3ccccc3c2N1,11%,11%,-28,-8%,0%,-1%,6%,-2%,12%,-7%,-18%

Limited to BRCA1 expr up and p53 reactivation (3 entries from above):
Structure | BRCA1 expr up | p53 reactivation
CCOc1cccc(=NC2CCCCC2)c2c(C)[nH]c(C)c12 | -49% | -6%
O=C1C2CCN(CC2)C1Cc1ccccc1O (stereo not drawn) | 15% | -8%
COc1ccccc1CCNCc1cccc(C(F)(F)F)c1 | -9% | ·

(list continues)
SMILES	Menin MLL FP TR	PKM2 activator	Giardia killer	Rab9 prom act	RORg inh	p53 reactivation	ELG1 genotox	FLuc counter	VP16 counter	NPC1 promoter act	BRCA1 expr up
COc1ccc(N2C(=O)/C(=C/c3cc(C)n(-c4ccc(C)cn4)c3C)C(=O)NC2=S)c(OC)c1	24%	1%	14	-14%	-6%	2%	13%	27µM*	-9%	-1%	-11%
Cc1ccc(NP(=O)(Oc2ccccc2F)Oc2ccccc2F)cc1	12%	-5%	-1	5%	30%	-2%	-4%	-2%	-3%	11%	-31%
O=C(CN1CCCCC1)c1ccccc1Cl	-2%	3%	-25	14%	-15%	?	4%	19µM*	?	3%	1%
COC(=O)C1=C(c2cccc(Cl)c2)C[C@@H]2CC[C@H]1N2C(=O)N1CCCC1	·	·	-11	-4%	·	-2%	-4%	2%	·	-3%	-8%
Clc1cccc(N2CCNCC2)n1	11%	2%	0	-4%	2%	0%	-5%	1%	-13%[10 µM]	-1%	-10%
CC(=O)OC1(c2ccccc2)CC(C(C)(C)C)CN(C(C)(C)C)C1 (stereo not drawn)	-3%	1%	2	-1%	-3%	1%	-2%	0%	0%	-3%	-16%
CCOP(=O)(OCC)/C(C#N)=C/c1ccc(-c2ccc(F)cc2F)o1	30%[activator]	4%	17	-4%[1.84 µM]	42%	-2%	2%	?	-9%	-9%	-3%
CCCC(C)(COC(N)=O)COC(=O)NC(C)C (stereo not drawn)	-10%&1%&-2%&0%	-10%	-28	-5%[46.1 µM]	2%&-8%&6%&22%	-2%	4%	1%	-16%&2%&0%&-1%	0%[46.1 µM]	0%
O=[N+]([O-])c1ccc(N2CCNCC2)cc1NC1CC1	0%	-4%	·	1%	3%	-5%	0%	-4%	0%	0%	·
COc1cc(OC)cc(C(=O)Nc2ccc(Br)cc2C(=O)c2ccccc2)c1	-3%	4%	11	-1%	-9%	19%	2%	-1%	-9%	0%	-13%
CC(C)Oc1cc(-n2c(=S)[nH]c3ccccc3c2=O)c(Cl)cc1Cl	·	3%	-8	-3%	2.8µM*	-3%	2%	4%	5µM*	-2%	-50%
N#CC(C#N)=NNc1ccc(-n2ccc(C(F)(F)F)n2)cc1	·	6%	13	-41%[inhibitor]	5µM*	7%	-16%	15µM*	3.5µM*	-35%[inhibitor]	-50%
COC(=O)C1=C(c2ccc3ccccc3c2)C[C@@H]2CC[C@H]1N2C(=O)NCCNC(C)=O	·	·	14	-2%	·	-13%	3%	2%	·	-3%	-3%
O=c1c2ccccc2nc(CNCc2ccco2)n1-c1ccc(F)cc1	-6%	8%	-12	1%	27%	-14%	2%	-1%	9%	-1%	-2%
N#CC(C#N)=Cc1ccc(-c2ccccc2F)o1	2%	7%	9	-7%	?	5%	1%	-1%	-2%	2%	-45%
CC(C)(C)OC(=O)N1CC(O)CC1C(=O)OCC(=O)c1ccc(-c2ccccc2)cc1 (stereo not drawn)	?	-2%	12	-3%	24%	-2%	-1%	-3%	-5%	-2%	-9%
O=[N+]([O-])c1ccc(NCCO)c2ncccc12	17%	-3%	19	-2%	-16%	4%	2%	-9%	0%	0%	-6%
CN1CCc2c(c(N3CCCCC3)nc3n[nH]c(N)c23)C1	0%	-6%	7	0%	7%	-3%	3%	-1%	6%	-1%	24%
O=C1Nc2ccc(Br)cc2C(c2ccc(Cl)cc2)=NC1O (stereo not drawn)	6%	·	-9	1%	-4%	0%	-3%	5%	3%	2%	9%
O=c1[nH]c(O)c(N=Nc2ccc(SC(F)F)cc2)c(=O)[nH]1	·	-2%	12	?	-24%	9%	14%	2.4µM*	-14%	23%	46%
O=C(Cn1c(=O)c(C(F)(F)F)nc2ccccc21)N1CCC2(CC1)OCCO2	6%	0%	-6	-5%	5%	-5%	0%	0%	-8%	1%	-2%
COC(=O)C1=C(c2ccc3ccccc3c2)C[C@@H]2CC[C@H]1N2C(=O)NCC1CC1	·	·	-7	0%	·	-12%	-4%	-2%	·	-1%	-18%
C#CCOc1cc(C2C3=C(COC3=O)Nc3cc4c(cc32)OCO4)ccc1OC (stereo not drawn)	5%	1%	-17	-21%	-20%	3%	?	3%	-1%	-16%	-48%
CN1C(=O)C(=Cc2cn(CC#N)c3ccccc23)C(=O)N(C)C1=O	?	·	8	3%	22%	-3%	1%	-17%	-8%	-3%	-24%
CCOc1ccc(C2CC(c3c(O)n(C)c(=O)n(C)c3=O)=NN2)cc1 (stereo not drawn)	·	-8%	?	?	?	4%	3%	0.95µM*	?	?	42%
